tolC growth inh = growth inhibitors of E. coli BW25113 tolC mutant; OD615; growth inhibition, % at 10 µM (by protocol); hit rate 2.2% among 65,000;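 active means growth inhibition at or above a cutoff equal to the mean over every tested compound plus 3 SD, cut at about 60% in these data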;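 further: growth measured after 20 h incubation at 37 °C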
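signal = optical density read at 615 nm | test system = E. coli ΔtolC::kan strain BW25113 | timing = 20 h compound exposure of bacteria at 37 °C | buffer or medium = LB medium plus 50 µg/mL kanamycin | compound dosing = 10 µM final, single dose | evaluation = % inhibition of E. coli growth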
HEK293 NFkB inh = lowers PMA/ionomycin-induced NF-kB signal in HEK293 cells | AID 465 | HEK-293 NF-kB luciferase reporter, luminescence | inhibition, % at 3 µM | hit rate 0.21% among 62,000;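 active means inhibition above the mean of all tested compounds plus 3 SD, cut at about 40% in these data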;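 further: 0% = stimulated DMSO wells and 100% = 10 µM reference inhibitor 5653914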
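Reagent: PMA plus ionomycin mix as NF-kB-activating stimulus. Assay system: NF-kB luciferase reporter HEK-293 cells. Technique: luminescence from luciferase substrate reagent. Incubation: 1 h compound pre-incubation, 16 h PMA/ionomycin at 37 °C. Benchmarks: DMSO only as uninhibited control, 10 µM reference inhibitor as full inhibition. Repeats: tested once.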
PKA kinase inh = inhibitors of human protein kinase A. P17612. AID 524. inhibition, % at 6 µM. PKA Kemptide phosphorylation, Kinase-Glo ATP luminescence. hit rate 0.1% among 65,000;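 active means inhibition above the screen-wide mean inhibition plus 3 SD, cut at about 21% in these data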; further: many of its hits are not listed in these tables
JNK3 inh = inhibitors of human JNK3 kinase; P53779; purified JNK3 kinase activity, HTS; inhibition, % at 8 µM; hit rate 0.61% among 60,000; AID 746; in the data active means inhibition above about 17%;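 further: 0% = DMSO and 100% = reference inhibitor; many of its hits are not listed in these tables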
A340 absorber = absorbance at 340 nm | fold change at 10 µM | compound absorbance at 340 nm, fold over control | 65,000 tested, under 10 active;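 active means at 10 µM dose, initial 340 nm absorbance at least 2 fold that of control wells; inactive means change under 2 fold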;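 further: initial absorbance extrapolated from kinetic A340 decline of NADH oxidation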
NADH coupling = inhibitors of enzymes used to reach an NAD/NADH endpoint; coupled PK/LDH NADH assays, four targets; IC50, µM (doses to about 10 µM), without a hit: at the highest dose inhibition; hit rate 0.02% among 65,000; AID 774;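 active means single-dose screening hits from any of four coupled enzyme assays that gave an IC50 when retested across doses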;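 further: the DPM-DC format reads NADH fluorescence rather than 340 nm absorbance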
MMP-13 inhibitor = blocks human MMP13 activity; P45452; inhibition, % at 4 µM; MMP-13 fTHP FRET cleavage, Mca fluorescence; hit rate 0.07% among 65,000;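 active means inhibition above the mean of compound-free control plate wells plus 3 SD, cut at about 14% in these data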;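 further: 0% = DMSO wells and 100% = wells with reference MMP-13 inhibitor after basal subtraction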
Autofluor 339 = intrinsic fluorescence of library compounds, ex339/em460 – biochemical, MLSMR library, data from DPM-DC assay, artefact control, profiling panel. compound autofluorescence, ex339/em460 nm, NADH buffer; hits give high values; 1 = no-compound wells, NADH background. hit rate 5.5% among 65,000. fluorescence fold increase at 10 µM. AID 709;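 active means at 10 µM, mean starting fluorescence two-fold or more over control wells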;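 further: signal is the first read of a kinetic run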
ROCK2 blocker = inhibitors of human Rho kinase 2; O75116; purified ROCK2, Kinase-Glo ATP depletion luminescence; inhibition, % at 6 µM; hit rate 0.35% among 60,000;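 active means inhibition above the screen-wide mean inhibition plus 3 SD, cut at about 18% in these data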;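 further: plate controls were DMSO wells for no effect and Y-27632 control wells after no-enzyme background subtraction for full effect; many of its hits are not listed in these tables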
Numbers without * were called inactive; x = no result given; [ ] = dose if it differs, or a comment.

smiles	tolC growth inh	HEK293 NFkB inh	PKA kinase inh	JNK3 inh	A340 absorber	NADH coupling	MMP-13 inhibitor	Autofluor 339	ROCK2 blocker
O=C(O)Cc1ccc(NC(=O)C2CC=CCC2C(=O)O)cc1 (stereo unspecified)	-30	22	2	3	1	6%	2	1.1	2
N#CCCN(C(=O)Nc1ccccc1)c1ccccc1	-3	16	5	12	1.1	5%	-1	1.1	-8
CCSc1nc2c(c(=O)[nH]c(=O)n2C)n1C	-28	1	4	8	1.1	3%	1	1.1	11
O=C(Cn1cc2c(n1)CCCC2)Nc1ccccc1Cl	-1	10	3	-4	1	4%	6	1.1	1
CCOC(=O)CSc1nnc(CSc2nc(C)cc(C)n2)n1Cc1ccco1	2	6	3	1	0.99	6%	-6	1.1	-1
Cc1cc(C)nc(Nc2ncc(O)n2-c2ccc(C)c(Cl)c2)n1	-4	12	5	-9	1.1	0%	3	1	0
COc1ccc(N(C)C(=O)CCS(=O)(=O)c2cccc3nonc23)c(OC)c1	12	18	6	x	1	3%	-4	1	x
CCC(C)NC(=O)CNC(=O)Cn1c(C)cc2ccccc2c1=O (stereo unspecified)	-7	8	13	x	1.1	7%	-3	1.2	x
CC(=O)N1C(=O)C2(C(C#N)=C(N)Oc3n[nH]c(-c4ccccn4)c32)c2ccccc21 (stereo unspecified)	1	11	-5	-1	0.99	6%	3	1.1	-3
CCCC(=O)N1CCN(c2nc(CC(C)C)c3c(c2C#N)CCC3)CC1	2	x	8	-4	1	5%[fluoresces]	-77[fluorescence artefact?]	2.2*	6
CC(C)CC(NC(=O)OC(C)(C)C)C(=O)NCc1ccccc1 (stereo unspecified)	16	x	2	7	1	3%	-2	1	3
CC(C)C(C)(C#N)NC(=O)CSc1nc2scc(-c3ccco3)c2c(=O)n1-c1ccccc1 (stereo unspecified)	19	11	6	-1	1.1	2%	2	1.2	4
CCOC(=O)c1sc(NC(=O)c2ccc(C)o2)nc1C	6	-22	-4	-11	1.2	3%	-10	1.1	-9
CN1C(=O)C2(Nc3ccccc3-c3nc4ccccc4n32)c2ccccc21 (stereo unspecified)	24	11	8	3	1	6%	2	1.1	4
COc1ccc(CN2CCN(C(=O)c3ccco3)CC2)cc1OCc1ccccc1	14	8	8	6	1.1	20%	3	1.1	8
Cc1nc2nc(COc3ccccc3)[nH]n2c(=O)c1C	12	8	6	-1	1	5%	4	1.2	-4
COc1ccc(C(C(O)C(=O)c2c[nH]c3ccccc23)N2CCN(c3ccc(OC)cc3)CC2)cc1 (stereo unspecified)	76*	11	4	0	1	1%	2	1.1	0
CCc1ccc(C2CC(c3cccc(OC)c3)n3nc(N)nc3N2)cc1 (stereo unspecified)	11	2	4	5	0.99	2%	-2	1.1	4
COc1ccccc1CNC(=O)CCn1c(=O)oc2ccccc21	-10	11	-9	-4	1.1	7%	6	1.1	0
COc1ccc(CCNc2nc(N3CCOCC3)nc(N3CCOCC3)n2)cc1OC	-3	7	-5	-7	0.98	2%	4	1	-2
CCN1CCN(C(=O)CS(=O)(=O)Cc2nc(-c3ccc(C)cc3)oc2C)CC1	-16	14	2	5	1	0%	0	1.1	2
Cc1ccc(C)c(NC(=O)CSc2nc3c(c(=O)n2C)SC(C)C3)c1 (stereo unspecified)	2	-2	-6	1	1.1	4%	6	1	1
COc1ccc(CCn2c(=O)[nH]c3cc(C(=O)NCCCN4CCOCC4)ccc3c2=O)cc1OC	-6	6	3	-1	1	4%	0	1.3	3
Cc1nn(-c2ccccc2)cc1/C=N/O	-16	9	14	6	1	6%	0	1	9
COc1ccccc1NCN1C(=O)CCC1=O	-14	-1	9	0	0.98	3%	-6	1	5
O=C(c1cc2ccccc2o1)c1cccs1	22	-9	-2	5	1.2	1%	0	1.1	-3
CCOC(=O)C1=C(CN2CCOCC2)NC(=O)NC1c1cc(C)ccc1C (stereo unspecified)	7	22	6	2	0.97	11%	2	0.99	7
COc1ccc2c(c1)c(CCN1C(=O)c3ccccc3C1=O)cn2C(=O)c1ccco1	6	2	14	-2	1	8%	1	1.5	5
CSC1=NCCN1C(=O)c1ccc(Br)o1	-13	11	6	2	1	5%	-5	1.1	5
COc1ccc(CNC(=O)C(c2cccs2)N(C(=O)c2csnn2)C2CC2)cc1 (stereo unspecified)	2	10	8	2	1	6%	-3	1.1	-3

The closing five records of the section before are carried over, then new ones follow.
smiles	tolC growth inh	HEK293 NFkB inh	PKA kinase inh	JNK3 inh	A340 absorber	NADH coupling	MMP-13 inhibitor	Autofluor 339	ROCK2 blocker
O=C(c1cc2ccccc2o1)c1cccs1	22	-9	-2	5	1.2	1%	0	1.1	-3
CCOC(=O)C1=C(CN2CCOCC2)NC(=O)NC1c1cc(C)ccc1C (stereo unspecified)	7	22	6	2	0.97	11%	2	0.99	7
COc1ccc2c(c1)c(CCN1C(=O)c3ccccc3C1=O)cn2C(=O)c1ccco1	6	2	14	-2	1	8%	1	1.5	5
CSC1=NCCN1C(=O)c1ccc(Br)o1	-13	11	6	2	1	5%	-5	1.1	5
COc1ccc(CNC(=O)C(c2cccs2)N(C(=O)c2csnn2)C2CC2)cc1 (stereo unspecified)	2	10	8	2	1	6%	-3	1.1	-3
CSc1cccc(NC(=O)C2CCCN(S(=O)(=O)c3cnc[nH]3)C2)c1 (stereo unspecified)	2	6	0	-1	1	2%	2	1.1	3
Cc1c(C(=O)NCc2ccccc2)oc2ccc(S(=O)(=O)N3CCC4(CC3)OCCO4)cc12	17	23	7	x	1.1	3%	4	1.1	x
COc1cc(Cl)cc(C#N)c1OCC(=O)O	-17	14	6	-4	1	6%	3	1.1	2
O=C(c1ccc(F)cc1F)N(Cc1ccccn1)Cc1ccco1	-18	0	6	3	1	7%	-3	1.1	4
COC(=O)c1cccc(Oc2nc3c(c(=O)n(C)c(=O)n3C)n2C(C)C)c1	9	x	x	x	0.98	2%	x	1	x
COc1ccc2cc(C(=O)Nc3c(C)n(C)n(-c4ccccc4)c3=O)sc(=O)c2c1OC	-26	4	7	-1	1.1	1%	-5	1	-4
Cn1c(=O)c2c(nc(N3CCN(c4ccccc4)CC3)n2CCCc2ccccc2)n(C)c1=O	37	13	1	-1	0.99	4%	-4	1	-1
COc1cccc2cc(C(=O)N3CCc4ccccc4C3)c(=O)oc12	5	7	11	3	1.1	5%	2	1.2	2
Brc1cccc(-c2nnc3n2CCC3)c1	18	5	1	x	1.1	1%	5	1.1	x
COc1ccc(Cn2c(SCC(=O)NCc3ccco3)nc3ccsc3c2=O)cc1	7	17	1	x	1	3%	5	1.1	x
COc1cccc(-c2nc(-c3ccccn3)no2)c1OC	9	-19	11	-1	1	3%	2	1.1	10
O=C(O)C1CCCN1S(=O)(=O)c1ccc(Cl)c(Cl)c1 (stereo unspecified)	-15	5	-1	0	1	9%	0	1.1	-1
O=C(O)c1cccc(NC(=O)C2C3C=CC(C3)C2C(=O)OCC(F)(F)C(F)F)c1 (stereo unspecified)	-18	3	12	5	0.98	3%	-1	1	7
CCOC(=O)c1sc(NC(=O)CSc2nnc(-c3ccco3)o2)c(C(=O)OCC)c1C	-4	24	-5	0	1	5%	-3	1.1	2
CCC(=O)N1c2ccccc2NC2=C(C(=O)CCC2)C1c1cccnc1 (stereo unspecified)	-15	-1	7	5	1.1	6%	-2	1.1	5
Cc1nn2c(-c3cccc(NC(=O)CSc4nc5ccccc5o4)c3)nnc2c2ccccc12	28	17	6	6	1.1	14%	-11	1.5	5
CC1(C)CC(=O)C=C(NCc2ccco2)C1	-25	16	-7	1	1	2%	-2	1.1	-8

Screens (PubChem)

An excerpt; count on the stated rates, not on these rows.
